# MCF10A rerep: A quantitative high throughput screen for small molecules that induce DNA re-replication in MCF 10a normal breast cells; MCF 10A DNA re-replication, Hoechst nuclear intensity, 48 h; Potency, µM (top dose mostly 46.1 µM), without a hit: at the top dose activity, positive = re-replication, usual class: activators; 2.9% of 350,000 active; also: potency is read from the fitted curve at half-maximal effect; % of control where 0% means no effect; nearly all actives have a fitted effect of over 50% in size
# HT1080 IDH1KD tx: qHTS for induction of synthetic lethality in tumor cells producing 2HG: qHTS for the HT-1080-IDH1KD cell line | HT-1080 IDH1 knockdown viability, ATP luminescence, 48 h | Potency, µM (doses to about 46.1 µM), for the others: at the top dose activity, negative = toxicity, actives largely listed as cytotoxic | 2% of 360,000 active | AID 686971, 2013;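 also: potency is read from the fitted curve at half-maximal effect; 0% = DMSO wells and -100% = cell-free medium wells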
#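 HT-1080-IDH1KD cells (IDH1 knocked down), 750/well in RPMI with 5% FBS, treated with compound 48 h at 37 degrees C. Viability by CellTiter-Glo luminescence, normalised to DMSO and no-cell wells; concentration-response curves classed.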
# HT1080NT lethal: qHTS for induction of synthetic lethality in tumor cells producing 2HG: qHTS for the HT-1080-NT fibrosarcoma cell line | HT-1080-NT fibrosarcoma viability, CellTiter-Glo ATP luminescence, 48 h | 1.6% of 360,000 active | Potency, µM (series often up to 46.1 µM), for the others: at the highest dose activity, negative = less viability, usual class: cytotoxic | AID 686970, 2013;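 also: NT is the 2HG producing partner of a matched IDH1 knockdown line; potency is read from the fitted curve at half-maximal effect; 0% = DMSO-treated cells and -100% = media-only wells without cells; nearly all actives have a fitted effect of over 55% in size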
#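 Viability of the 2HG-overproducing fibrosarcoma line after 48 hours of compound exposure at 37 degrees C was determined by luminescence with CellTiter-Glo, and concentration-effect curves were then fitted and categorized.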
# KB-V1 cytotox: qHTS assay for MDR1-selective chemotherapeutics: Primary screen using the drug-selected MDR subline cells KB-V1; 3.4% of 400,000 active; KB-V1 MDR cells viability, CellTiter-Glo, 72 h; AID 1347076, 2019; Potency, µM (series often up to 46.1 µM), for inactives: top-dose activity change, negative = cytotoxicity, actives largely listed as cytotoxic; also: potency is read from the fitted curve at half-maximal effect; % is scaled to controls: 0 for no effect and ±100 for the full control effect; nearly all actives have a fitted effect of over 60% in size
#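 KB-V1 cells (P-gp-expressing MDR subline of KB-3-1) in phenol-red-free DMEM with 10% FBS were exposed to library compounds over a concentration series for 72 h at 37 degrees C. Viability read by CellTiter-Glo luminescence; concentration-effect curves fitted after normalization.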
# KB-3-1 tox: qHTS assay for MDR1-selective chemotherapeutics: Primary screen using the parental adenocarcinoma cell KB-3-1; Potency, µM (doses to about 46.1 µM), for the others: at the top dose activity change, negative = cytotoxic, hits mostly cytotoxic; KB-3-1 viability, CellTiter-Glo ATP luminescence, 72 h; 1.4% of 400,000 active; also: potency is read from the fitted curve at half-maximal effect; % is scaled to controls: 0 for no effect and ±100 for the full control effect; nearly all actives have a fitted effect of over 60% in size
#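 72 h, 37 °C compound treatment of KB-3-1 parental cells; CellTiter-Glo added, 10 min, luminescence read. Data corrected against DMSO-only plates and normalized before curve fitting.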
# IL-1B inflam inh: qHTS for Inhibitors of Inflammasome Signaling: IL-1-beta AlphaLISA Primary Screen | activity change, % at 57.5 µM | 4.7% of 360,000 active | THP-1 LPS/ATP IL-1B secretion, AlphaLISA, 16 h; active compounds read low; in the data active = activity change below about -50%; inconclusive = mostly about -30% to -49%; also: % is scaled to controls: 0 for no effect and ±100 for the full control effect
#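 THP-1 cells pretreated 1 hr with compounds (up to 57.5 uM final), then stimulated with LPS (250 ng/mL final) plus ATP (1.25 mM final); secreted IL-1B measured by AlphaLISA after 16 hr, decreased signal indicating inhibition.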
# ATXN2 expr inh: Primary qHTS for Inhibitors of ATXN expression. Potency, µM (top dose mostly 57 µM), for inactives: at the highest dose activity change, negative = inhibition, actives largely listed as inhibitors. HEK-293 ATXN2-luciferase reporter, luminescence, 24 h. 0.72% of 360,000 active; also: potency is read from the fitted curve at half-maximal effect; % is scaled to controls: 0 for no effect and ±100 for the full control effect; nearly all actives have a fitted effect of over 55% in size
#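 ATXN2-luciferase reporter cells (luciferase flanked by upstream and downstream ATXN2 gene portions) were treated 24 h at 37 °C with compounds at up to 57 uM. SteadyGlo luminescence gave expression; GF-AFC fluorescence gave viability.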
# ATXN viability: Viability Counterscreen for Primary qHTS for Inhibitors of ATXN expression; S2 cells (HEK-293 line with an ATXN2-luciferase reporter) viability, CellTiter-Fluor protease fluorescence, 24 h; Potency, µM (doses to about 56.7 µM), most hits filed as cytotoxic; 0.49% of 400,000 active; also: potency is read from the fitted curve at half-maximal effect; nearly all actives have a fitted effect of over 40% in size
# SW480 rereplic: A quantitative high throughput screen for small molecules that induce DNA re-replication in SW480 colon adenocarcinoma cells. SW480 DNA re-replication, Hoechst DNA content imaging, 48 h. Potency, µM (highest dose often 46.1 µM), for inactives: top-dose re-replication activation, usual class: activators. 1.8% of 340,000 active; also: potency is read from the fitted curve at half-maximal effect; % of control where 0% means no effect; nearly all actives have a fitted effect of over 55% in size
#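 Cells (250 per well) received 23 nL compound or DMSO by pin tool and were kept 48 hr at 37 C, 5% CO2. Nuclei were then stained with Hoechst for 40 min and scanned for DNA content.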
# Active calls of the source: *; i = inactive; ? = inconclusive; . = not tested or not shown; & = joins results of further samples; [ ] = another dose, or the depositor's remark. Unless noted, calls follow the shape of the dose curve; as a rule, active = well fitted curve in the direction sought with a large enough effect; inconclusive = small, poorly fitted or top-dose-only effect, or another doubt; inactive = no such curve, though single readings can be large; an effect the other way counts as inactive or inconclusive.
SMILES,MCF10A rerep,HT1080 IDH1KD tx,HT1080NT lethal,KB-V1 cytotox,KB-3-1 tox,IL-1B inflam inh,ATXN2 expr inh,ATXN viability,SW480 rereplic
CSc1nc(SCC(=O)O)c2c3c(sc2n1)COC(C)(C)C3,-2%,-2%,5%,2%,-5%,38,.,i,-8%
COC(=O)/C(=C/c1c[nH]c2ccccc12)[N+](=O)[O-],-4%,3%[9.24 µM],-18%,-1%,14%,-7,-32%,?,-5%
Cc1cn(CC(=O)NCc2nc3ccccc3[nH]2)c(=O)[nH]c1=O,.,2%,13%,0%,10%,20,8%,?,.
CCOC(=O)c1nc(NCc2cccc(OC)c2)c2ccccc2n1,4%,6%,0%,-3%,2%,20,.,i,-4%
Cn1nnc(NC(=O)c2cccc(F)c2)n1,-2%,-5%,-11%,4%,-1%,0,-27%,i,-10%
O=S(=O)(/N=C(/Nc1cc(N2CCOCC2)ncn1)c1ccc(F)cc1)c1ccccc1,-3%&3%,13%&19%,8%&7%,-2%&4%,4%&10%,12&10,6%&10%,?,2%&-1%
O=C(Nc1cccc(F)c1)c1ccc(CSc2ccccc2)o1,-3%,-12%,-1%,6%,-4%,-1,17%,i,0%
CC(=O)Nc1cccc(-c2ccnc3c2CC(C)(C(=O)Nc2ccc(C(C)C)cc2)O3)c1 (stereo unspecified),.,?,?,?,?,-60*,?,?,.
Cc1cc(C(=O)N/N=C/c2ccc(-c3ccc([N+](=O)[O-])cc3Cl)o2)n[nH]1,18µM*,1%,-2%,-21%,-3%,-24,-16%,i,18µM*
COc1ccc(NC(=O)[C@@H](NC(=O)c2ccccc2F)C(C)C)cc1S(=O)(=O)N1CCOCC1,-3%,17%,13%,-2%,1%,4,1%,i,-4%
COC(=O)CNC(=O)c1ccccc1C,-4%,15%,11%,16%,0%,-2,12%,i,1%
COc1ccc(CC(=O)N2N=C(C)CC2(O)C(F)(F)F)cc1 (stereo unspecified),-2%,8%,-10%,-10%,-4%,5,4%,i,-2%
CCCC(C(=O)n1nc(C)cc1C)C(NS(=O)(=O)c1ccc(C)cc1)c1ccccc1 (stereo unspecified),?,?,?,23µM*,?,-14,?,?,16%
CCOC(=O)C1=C(C)N(c2ccccc2)C(=O)C1,8%,?,?,-19%,0%,-29,17%,i,30%
COc1ccc(-n2c3c(cc(C(=O)Nc4cccc(C)n4)c2=O)C(=O)CC(C)(C)C3)cc1,-3%,5%,2%,2%,11%,21,-18%,i,-9%
Cc1ccc(Cc2cnc(NC(=O)CN3CCOCC3)s2)cc1Cl,-1%,0%,-10%,?,-1%,-1,-2%,i,-6%
Cc1nn(CC(C)C)c2sc(C(=O)NC3CC(C)(C)NC(C)(C)C3)cc12,21%,-13%,-10%,-10%,4%,-12,-12%,i,?
CCOC(=O)c1cnc2c(C)cc(C)cc2c1Nc1ccccc1OCC,.,.,.,15%,-11%,.,-1%,i,.
Cc1ccc(N(Cc2cc3ccccc3[nH]c2=O)S(C)(=O)=O)cc1,5%,-4%,7%,-8%,11%,1,4%,i,1%
COc1cc(S(=O)(=O)Nc2ncn[nH]2)ccc1Cl,1%,5%,17%,2%,19%,8,-15%,i,-3%
CN1CCN(c2ccc(S(=O)(=O)N3CCCCC3)cc2NC(=O)c2ccc(F)cc2F)CC1,9%,1%,0%,?,0%,?,-21%,?,14%
Cc1ccc2nc(-c3ccccc3)c(CC(=O)O)c(C(=O)O)c2c1,-1%,14%,8%,-10%,3%,31,.,i,-5%
CC(C)CCSc1nc2c(c(=O)n(C)c(=O)n2C)n1Cc1ccccc1Cl,.,.,.,?,0%,.,21%,i,.
COc1cccc(C(=O)NN2CC(O)=C(c3nc4ccccc4s3)C2=N)c1,-16%,7%,-3%,?,7%,29,-7%,i,-1%
NC(=O)c1c(NC(=O)c2ccccc2)sc2c1CCN(Cc1ccccc1)C2,?,-21%,?,-13%,-24%,-11,-17%,i,?
Cc1cccc(N2CCN(C(=O)CSc3ccc4c(c3)OCCO4)CC2)c1C,?,-3%,2%,4%,-25%,-11,-27%,i,-13%
O=c1[nH]c(SCCOc2ccccc2)nc2ccccc12,6%,-14%,4%,0%,0%,-5,6%,i,-3%
Cc1cccc(NC(=O)COC(=O)c2cc(C)oc2C)c1,13%,9%,5%,3%,-4%,?,-15%,i,?
Fc1ccc(CSc2ccc(-c3ccc4c(c3)OCO4)nn2)cc1,?,?,-10%,?,?,1,-19%,?,-7%
CCOC(=O)C1=C(c2ccccc2)NC(=O)N(C(C)=O)C1c1cccc([N+](=O)[O-])c1 (stereo unspecified),-24%,-7%,-4%,-17%,-18%,0,-21%,i,-3%
C[C@H](CO)N1C[C@H](C)[C@@H](CN(C)C(=O)Nc2ccnc(N3CCOCC3)c2)OCc2cnnn2CCCC1=O,.,-1%,-5%,-23%,1%,3,4%,i,.
Cc1ccc2oc(-c3cccc(NC(=O)c4ccc(Br)o4)c3)nc2c1,-3%,1%,2%,?,-6%,3,33%,i,-50%[inhibitor]
O=C(Cn1sc2ccccc2c1=O)Nc1ccc(Br)cc1,.,?,?,-2%,-10%,-98*,-20%,?,.
O=C1C(=O)N(Cc2cccnc2)C(c2cccc([N+](=O)[O-])c2)/C1=C(\O)c1ccc2c(c1)OCCO2 (stereo unspecified),1%,12%,8%,?,11%,-7,8%,i,-1%
CC(=O)Nc1ccc(N2CCCC2)cc1,-3%,-4%,0%,0%,-5%,-12,-10%,i,-3%
Cc1cc2oc(C(=O)Nc3ccc(S(N)(=O)=O)cc3)cc(=O)c2cc1C,.,.,.,8%,22%,.,4%,i,.
CC1CC1C(=O)Nc1nc(-c2ccccc2)cs1 (stereo unspecified),7%,-4%,5%,-10%,-4%,9,35%[activator],i,0%
O=C(NCCN1CCOCC1)c1cc(Sc2ccc(F)cc2F)nc2ccccc12,2%,-21%,-7%,-7%,-11%,-14,-4%,i,-3%
CN(C(=O)Cc1csc(-c2ccccc2)n1)c1c(N)n(Cc2ccccc2)c(=O)[nH]c1=O,6%,-11%,-2%,1%,11%,9,-5%,i,-2%
O=C(Cn1nnc(-c2ccc(F)cc2)n1)NC(=O)NC1CCCCC1,.,-21%,0%,-14%,-1%,?,.,i,.
Cc1nn(C)cc1/C=N/NC(=S)Nc1ccccc1,12%,6%,16%,?,27%,28,20%,i,1.6µM*
O=C(O)c1cc2cc(S(=O)(=O)O)ccc2cc1O,-3%,9%,8%,?,-3%,-3,3%,i,-1%
COc1ccc(CCn2c(-c3cc([N+](=O)[O-])cc([N+](=O)[O-])c3)nc3nc4ccccc4nc32)cc1OC,1%,11%,3%,0%,-5%,10,-18%,?,-6%
Cc1ccc(NCC(=O)N/N=C/c2cc(O)ccc2[N+](=O)[O-])cc1,-1%,3%,5%,-3%,16%,2,7%,?,13%
Cc1ccc2c(c1)NC(=O)C(CC(=O)NCCCN1CCN(c3cc(C)ccc3C)CC1)O2 (stereo unspecified),3%,-11%,-17%,?,?,-30,?,?,2%
COc1cccc(NC(=O)Cn2cc(C(=O)c3ccco3)c3ccccc32)c1,.,.,.,-7%,0%,.,-9%,?,.
Cc1ccc(S(=O)(=O)c2cc3c(=O)n4cccc(C)c4nc3n(CCc3ccccc3)c2=N)cc1C,?,2%,4%,49%,3%,21,.,i,0%
Cc1[nH]c2ccccc2c1C(=O)C(=O)NCc1ccco1,0%,4%,12%,14%,25%,0,5%,i,0%
Cc1ccc(C(=O)NCC(=O)NCc2cc(=O)n(C)c(=O)n2C)cc1C,0%,1%,0%,?,5%,48,3%,i,3%
COc1ccc(N(CC(=O)NCCSC(C)(C)C)S(C)(=O)=O)c(OC)c1,16%,0%,4%,-19%,1%,-23,1%,i,-3%
# The list goes on.
SMILES,MCF10A rerep,HT1080 IDH1KD tx,HT1080NT lethal,KB-V1 cytotox,KB-3-1 tox,IL-1B inflam inh,ATXN2 expr inh,ATXN viability,SW480 rereplic
O=c1[nH]c2ccccc2nc1Cc1ccc([N+](=O)[O-])cc1,-7%,-18%,-7%,-2%,-1%,5,1%,i,-3%
Cc1ccc2c(c1)c1c(n2C)C(C(N)=O)CCC1 (stereo unspecified),1%,-6%,-5%,-9%,4%,0,3%,i,-20%
CCCN(CCC)c1nc(Cl)nc(NCc2ccco2)n1,16%,-1%,0%,?,-7%,88,-13%,i,11%
COc1ccc(COCC(O)CN2CCN(S(=O)(=O)c3c(F)cccc3F)CC2)cc1OC (stereo unspecified),10%,0%,5%,13µM*,-5%,-5,6%,?,?
Cn1c(N2CCN(S(=O)(=O)c3ccc(Cl)cc3)CC2)nc2ccccc21,-2%,9%,-2%,16µM*,-1%,7,-12%,i,-11%
O=C(NN=C1CCCCCCCCCCC1)c1cccnc1,0%,5%,1%,2%,11%,35,-11%,i,-37%
CCOC(=O)C1CCN(C(=O)c2ccccc2NS(=O)(=O)c2ccc(C)cc2)CC1,-3%,-4%,0%,0%,0%,0,-4%,i,1%

# A run of entries from the list above:
SMILES,MCF10A rerep,HT1080 IDH1KD tx,HT1080NT lethal,KB-V1 cytotox,KB-3-1 tox,IL-1B inflam inh,ATXN2 expr inh,ATXN viability,SW480 rereplic
O=c1[nH]c2ccccc2nc1Cc1ccc([N+](=O)[O-])cc1,-7%,-18%,-7%,-2%,-1%,5,1%,i,-3%
Cc1ccc2c(c1)c1c(n2C)C(C(N)=O)CCC1 (stereo unspecified),1%,-6%,-5%,-9%,4%,0,3%,i,-20%
CCCN(CCC)c1nc(Cl)nc(NCc2ccco2)n1,16%,-1%,0%,?,-7%,88,-13%,i,11%
